Source: PubChem BioAssay (several laboratories)
MrgX1 allo act = allosterically activates human MrgX1 receptor signaling | B-score at 10 µM | MrgX1-HEK293, Fluo-4 calcium flux, FDSS; hits give high values | actives 0.63% (n = 310,000);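 active = plate-corrected calcium response at least 3 library SD above typical, normal starting fluorescence, not activating the receptor alone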;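 also: compound read alongside a low EC10 to EC30 dose of BAM8-22 agonist; peak minus trough fluorescence over baseline measured at the second addition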
TRPC4 agonist = TRPC4 (mouse) channel activation | actives 0.49% (n = 310,000) | Q9QUQ5 | B-score at 10 µM | HEK293 TRPC4beta/mu-opioid, Fluo4 calcium fluorescence; hits give high values;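 active = B-score above 5 SD of library B-scores, and initial fluorescence ratio not above library mean plus 5 SD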;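 also: positive B-score marks a calcium rise read as TRPC4 activation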
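Material: HEK293 stable line with TRPC4beta plus mu-opioid receptor; technique: Fluo4 calcium-sensitive dye fluorescence, kinetic, 1 Hz baseline; timing: Fluo4 dye loading 45 min at room temperature, 110 s recording; controls: assay buffer as low control, maximal DAMGO as high control; read-out: integrated baseline-normalised fluorescence ratio, converted to per-well B score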
TRPC6 inhibitor = mouse TRPC6 channel inhibition. Q61143. HEK293-TRPC6, membrane potential dye, ACh-evoked depolarization; hits give low values. B-score at 10 µM. actives 1.1% (n = 310,000). AID 2553;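 active = B-score under library mean minus 3 SD, initial fluorescence not abnormally high, positive integrated signal ratio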;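 also: B-score derived from integrated fluorescence ratio over the kinetic read; more negative B-score means stronger inhibition of depolarization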
TRPC4 potent = allosterically enhances the mouse TRPC4 cation channel. actives 0.42% (n = 310,000). HEK293 TRPC4beta/mu-opioid, DAMGO EC20, Fluo-4 Ca2+ flux; hits give high values. B-score at 10 µM. AID 2227;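 active = B-score of calcium response area above 5 SD of library B-scores, with initial fluorescence ratio within 5 SD of library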;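 also: B-score of integrated fluorescence ratio over time as area under calcium response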
TRPC4 inh = TRPC4 (mouse) channel inhibition. Q9QUQ5. HEK293 TRPC4beta/mu-opioid, DAMGO-evoked Fluo4 calcium flux; hits give low values. B-score at 10 µM. actives 0.39% (n = 300,000). AID 2247;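 active = B-score over 3 SD under the library average, no early fluorescence shift, positive overall ratio signal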
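test system = HEK293 cells with stable TRPC4beta plus mu-opioid receptor expression | detection = Fluo4 Ca2+ flux fluorescence | read-out = integrated fluorescence ratio relative to baseline, converted to per-well B score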
MrgX1 antagonist = antagonists of human MrgX1 receptor; Q96LB2; MRGX1-HEK293 calcium flux, Fluo-4, BAM8-22 antagonism; hits give low values; B-score at 10 µM; actives 1.3% (n = 310,000);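 active = calcium-response B-score plate-corrected more than 3 library SD below zero, starting fluorescence within 5 deviations, no agonist response on first addition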;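 also: peak minus trough fluorescence over baseline after final BAM8-22 challenge near maximal dose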
ANO1 activ = mouse TMEM16A channel activation, primary screen. Q8BHY3. HEK293 TMEM16A/YFP-H148Q/I152L, iodide quench fluorescence; hits give low values. B-score at 10 µM. actives 0.3% (n = 340,000);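 active = fluorescence-ratio B-score plate-corrected deviation score at least 3 library SD below zero, with starting fluorescence score within 5 deviations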;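 also: channel opened by trigger with iodide after compound preincubation; score built on the fluorescence ratio of max minus min over baseline; more negative score means more quench and so TMEM16A activation or potentiation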
Target sequence (Q8BHY3 whole entry, looked up): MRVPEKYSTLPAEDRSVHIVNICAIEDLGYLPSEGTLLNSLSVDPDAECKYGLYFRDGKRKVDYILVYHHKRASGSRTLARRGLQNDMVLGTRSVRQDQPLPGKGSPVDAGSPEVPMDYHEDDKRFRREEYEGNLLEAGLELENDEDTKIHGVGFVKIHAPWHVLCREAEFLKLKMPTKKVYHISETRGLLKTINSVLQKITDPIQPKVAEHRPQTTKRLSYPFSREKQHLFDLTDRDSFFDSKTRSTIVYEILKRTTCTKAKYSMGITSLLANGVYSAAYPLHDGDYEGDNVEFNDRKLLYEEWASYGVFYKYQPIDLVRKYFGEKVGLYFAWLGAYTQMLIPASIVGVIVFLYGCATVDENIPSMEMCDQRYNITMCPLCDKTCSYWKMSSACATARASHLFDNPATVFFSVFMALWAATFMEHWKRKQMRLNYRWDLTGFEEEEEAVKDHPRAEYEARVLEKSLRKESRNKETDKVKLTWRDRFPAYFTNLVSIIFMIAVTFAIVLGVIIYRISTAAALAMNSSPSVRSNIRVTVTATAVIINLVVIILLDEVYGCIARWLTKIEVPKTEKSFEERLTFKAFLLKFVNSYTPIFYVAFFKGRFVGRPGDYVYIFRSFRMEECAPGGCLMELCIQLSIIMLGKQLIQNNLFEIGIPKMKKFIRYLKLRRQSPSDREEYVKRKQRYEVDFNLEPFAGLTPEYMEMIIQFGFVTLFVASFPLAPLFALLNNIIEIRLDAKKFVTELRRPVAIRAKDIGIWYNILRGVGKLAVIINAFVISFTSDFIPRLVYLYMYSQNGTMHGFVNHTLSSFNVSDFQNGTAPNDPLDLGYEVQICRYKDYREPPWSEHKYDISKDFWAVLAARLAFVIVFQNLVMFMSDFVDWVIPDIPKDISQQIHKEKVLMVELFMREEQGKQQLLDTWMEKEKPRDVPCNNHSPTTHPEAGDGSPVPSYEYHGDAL
MrgX1 ag = agonists of human MrgX1 receptor | Q96LB2 | MrgX1-HEK293 cells, Fluo-4 calcium fluorescence, agonist mode; hits give high values | B-score at 10 µM | actives 0.44% (n = 310,000) | AID 588627;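 active = calcium response B-score plate-corrected fluorescence ratio at least 3 library SD, with starting fluorescence B-score inside 5 SD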
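Material: MrgX1-expressing HEK293 cells / Dosing: compound as first of three additions / Incubation: overnight seeding, then 1 h dark dye loading / Signal: Fluo-4 NW calcium fluorescence / Evaluation: B-scored fluorescence response ratio / Benchmarks: positive and negative control wells on each plate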
ANO1 block = blocks the mouse calcium-activated chloride channel TMEM16A; Q8BHY3; HEK293 TMEM16A/YFP iodide influx fluorescence, ionomycin; normalized B-score (activity score, 25-100; higher = stronger inhibition) at 10 µM; actives 1.2% (n = 310,000);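 active = ratio plate-corrected score three or more library SD toward inhibition, starting fluorescence score within five deviations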;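 also: score derived from kinetic fluorescence span divided by baseline fluorescence per well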
TRPC6 act = activators of mouse TRPC6 channel; Q61143; HEK293-TRPC6 membrane potential dye fluorescence; hits give high values; B-score at 10 µM; actives 0.13% (n = 310,000); AID 2550;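 active = B-score of the integrated fluorescence ratio above library mean plus 3 SD, and starting fluorescence ratio within library mean plus 5 SD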;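 also: higher score means more depolarization so channel activation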
SKKanGAS inh = inhibitors of SKKanGAS S. pyogenes growth in kanamycin (SK-promoter or general growth effect) | actives 1.3% (n = 300,000) | inhibition, % at 7.5 µM | AID 1662 | BacTiter-Glo, 6 h;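 active = mean replicate score, as percent of positive control median, at least 50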;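 also: strain carries kanamycin resistance gene driven by streptokinase promoter and grows in 40 µg/ml kanamycin; loss of luminescence reflects streptokinase promoter inhibition or plain growth inhibition; 0% = median of DMSO wells and 100% = positive control at its reference dose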
Starred values were filed as active, the others as inactive; i = inactive.

Compound	TRPC6 act	SKKanGAS inh	ANO1 block	MrgX1 allo act	ANO1 activ	TRPC4 potent	TRPC6 inhibitor	TRPC4 inh	TRPC4 agonist	MrgX1 antagonist	MrgX1 ag
C/C=C/C(=O)OCC(=O)Nc1cc(-c2cc(C)c(C)cc2C)nn1-c1ccccc1	i	5.1	i	i	i	i	i	i	i	i	i
O=C(CNC(=O)c1cccs1)OCC(=O)c1ccc([N+](=O)[O-])cc1	i	-4.8	i	i	i	i	i	i	i	i	i
Cn1c2c(c(=O)n(C)c1=O)[C@@H]1c3c(ccc4ccccc34)OC[C@@H]1CO2	i	-1.8	i	i	i	i	i	i	i	i	i
COc1cccc(NC(=O)CN(C)C(=O)c2cc(S(=O)(=O)NCc3ccccc3)ccc2C)c1	i	4.3	i	i	i	i	i	i	i	i	i
CC(=O)Nc1ccc(NC(=O)COc2ncnc3ccccc23)cc1	i	-14.0	i	i	i	i	i	i	i	i	i
COc1ccccc1NCC(=O)N/N=C/c1cccnc1	i	-0.4	i	i	i	i	i	i	i	i	i
NC(=O)CSc1nc2cc3c(cc2c(=O)n1CCCC(=O)NCc1ccc2c(c1)OCO2)OCO3	i	12.9	i	i	i	i	i	i	i	i	i
CC(C)c1ccc(N(CC(=O)NCCc2ccccc2)C(=O)c2csnn2)cc1	i	-3.5	i	i	i	i	i	i	i	i	i
COc1cccc(NC(=O)[C@@H](NC(=O)N2CCn3c2nc2ccccc23)C(C)C)c1	i	1.0	i	i	i	i	i	i	i	i	i
O=C(Nc1cccnc1)c1sc(Nc2ccccc2F)nc1-c1ccccc1	i	0.2	i	i	i	i	i	i	i	i	i
O=C(CCNS(=O)(=O)c1cccc2nonc12)NCc1cccs1	i	-1.4	i	i	i	i	i	i	i	i	i
CCCCC(c1nnnn1C1CCCC1)N1CCN(C2CCCCC2)CC1 (centres undefined)	i	-4.3	i	i	i	i	i	i	i	i	i
C=CCn1c(N2CCCCCC2)nc2c1c(=O)[nH]c(=O)n2C	i	13.0	i	i	i	i	i	i	i	i	i
Cc1oc(-c2ccc(Cl)cc2)cc1C(=O)/C(C#N)=C/Nc1ccccc1	i	2.1	i	i	i	i	i	i	i	i	i
COc1ccccc1N1CCN(C(=O)C2CCCN(c3ncnc4c3nc3n4CCCCC3)C2)CC1 (centres undefined)	i	3.0	i	i	i	i	i	i	i	i	i
CN1CCN(NC(=O)c2cn(-c3ccccc3)nc2-c2cccc(Br)c2)CC1	i	-3.3	i	i	i	i	i	i	i	i	i
CN1C(=O)C(=O)/C(=C(/O)c2ccc(Br)cc2)C1c1ccc(F)cc1 (centres undefined)	i	1.6	i	i	i	i	i	i	i	i	i
NC(N)=N/N=C/c1ccc(Cl)c(Cl)c1	i	-1.3	i	i	i	i	i	i	i	i	30.6*
Cc1cc(=O)c(C(=O)O)cn1Nc1ccc(F)cc1	i	27.2	i	i	i	i	i	i	i	i	i
Cc1cccn2c(=O)c3cc(C#N)c(=NC(=O)c4cccs4)n(CC(C)C)c3nc12	i	26.8	i	i	i	i	i	i	i	i	i
CCOC(=O)c1ccccc1N/C=C/C(=O)c1ccccc1	i	3.8	100*	i	i	i	i	i	i	i	i
COc1ccc(/C=C/C(=O)NC(=S)NNC(=O)c2cccs2)cc1OC	i	73.0*	i	i	i	i	i	i	i	i	i
CCOc1ccc(N(C(=O)CNC(=O)c2ccco2)C(C(=O)NC2CCCC2)c2ccncc2)cc1 (centres undefined)	i	-1.8	i	i	i	i	i	i	i	i	i
CCOc1ccc2c(c1)c(N=NC(=N)N)c(O)n2C	i	-4.3	i	i	i	i	i	i	i	i	i
COc1cccc(C(=O)NC(=S)Nc2ccc3[nH]c(=O)[nH]c3c2)c1	i	-3.6	i	i	i	i	i	i	i	i	i

Not a retest: 2 of the compounds above.
Compound	TRPC6 act	SKKanGAS inh	ANO1 block	MrgX1 allo act	ANO1 activ	TRPC4 potent	TRPC6 inhibitor	TRPC4 inh	TRPC4 agonist	MrgX1 antagonist	MrgX1 ag
C/C=C/C(=O)OCC(=O)Nc1cc(-c2cc(C)c(C)cc2C)nn1-c1ccccc1	i	5.1	i	i	i	i	i	i	i	i	i
O=C(CNC(=O)c1cccs1)OCC(=O)c1ccc([N+](=O)[O-])cc1	i	-4.8	i	i	i	i	i	i	i	i	i

Remaining list, next part:
Compound	TRPC6 act	SKKanGAS inh	ANO1 block	MrgX1 allo act	ANO1 activ	TRPC4 potent	TRPC6 inhibitor	TRPC4 inh	TRPC4 agonist	MrgX1 antagonist	MrgX1 ag
CN(C)CCCNc1cc(C(C)(C)C)nc2c(-c3ccc(Cl)cc3)cnn12	i	74.5*	i	i	i	i	i	i	i	i	i
Cc1sc2ncn(CC(=O)NCCCC(=O)N3CCN(c4ccccc4F)CC3)c(=O)c2c1C	i	-1.0	i	i	i	i	i	i	i	i	i
CC1=CC(C)(C)NC(=S)N1c1cc(C)cc(C)c1	i	-1.9	i	i	i	i	i	i	i	i	i
CC(OC(=O)c1ccncc1)C(=O)Nc1cccc(Cl)c1 (centres undefined)	i	-2.7	i	i	i	i	i	i	i	i	i
O=C(/C=C/c1ccco1)N1CCc2ccccc21	i	4.0	i	i	i	i	i	i	i	i	i
COc1cccc(CC2(CO)CCCN(CC3=Cc4cc(Cl)ccc4OC3)C2)c1 (centres undefined)	i	13.4	i	i	i	i	i	i	i	i	i
Cc1ccc(-n2nc3c(=O)n(C(C)C(=O)NCCCc4ccccc4)nc(C)c3c2C)cc1 (centres undefined)	i	4.6	i	i	i	i	i	i	i	-4.55*	i
CC(C)CN(C#N)c1nc(N2CCOCC2)nc(N2CCOCC2)n1	i	0.4	i	i	i	i	i	i	i	i	i
CCOC(=O)c1c(NC(=O)CSc2ncn[nH]2)sc(C(=O)N(C)C)c1C	i	2.8	i	i	i	i	i	i	i	i	i
COc1ccc(CC(NC(C)=O)C(=O)NC2CCN(C(=O)c3ccc([N+](=O)[O-])cc3)CC2)cc1OC (centres undefined)	i	7.7	i	i	i	i	i	i	i	i	i
CCCCOc1ccc(NC(=O)c2cc(F)c(F)cc2Cl)cc1	i	5.2	i	i	i	i	i	i	i	i	i
CN(CCN1CCc2ccccc2C1)Cc1nc(-c2ccc3c(c2)OCO3)no1	i	-1.1	i	i	i	i	i	i	i	i	i
C(=N\n1cnc2ccccc21)/c1cccnc1	i	3.7	i	i	i	i	i	i	i	i	i
Cc1noc(NS(=O)(=O)c2ccc(NC(=O)C(C)C)cc2)c1C	i	4.7	i	i	i	i	i	i	i	i	i
Cc1cc(-c2nnco2)c(C)n1-c1ccccc1	i	-1.9	i	i	i	i	i	i	i	i	i
CC(C)C(=O)Nc1ccc(-c2ccc3nncn3n2)cc1	i	-11.8	i	i	i	i	i	i	i	i	i
O=C(CCC1N=C2c3ccccc3N=C(SCc3cccc(Cl)c3)N2C1=O)NCc1ccco1 (centres undefined)	i	9.2	i	i	i	i	i	i	i	i	i
O=C(CN1CCN(Cc2ccccc2Cl)C1=O)N1CCCCCC1	i	-3.8	i	i	i	i	i	i	i	i	i
O=C(CCCC(=O)N(c1ccc2c(c1)OCCO2)C(C(=O)NC1CCCCC1)c1ccc(Cl)cc1)Nc1ccccn1 (centres undefined)	i	14.9	i	i	i	i	i	i	i	i	i
COc1ccc(NC(=O)C2CCC(CNS(=O)(=O)c3csc(C(N)=O)c3)CC2)cc1OC (centres undefined)	i	-9.5	i	i	i	i	i	i	i	i	i
Cc1ccc(-n2nc3c(=O)n(CC(=O)NCc4ccc(C)o4)nc(C)c3c2C)cc1	i	-10.4	i	i	i	i	i	i	i	i	i
O=[N+]([O-])c1cccc(S(=O)(=O)Nc2ccc(S(=O)(=O)Nc3nccs3)cc2)c1	i	6.7	i	i	i	i	i	i	i	i	i
CCOc1ccccc1CN1C(=O)C2(OCCO2)c2ccccc21	i	-2.2	i	i	i	i	i	i	i	i	i
C=CCSc1n[nH]c(-c2ccc(OC)cc2)n1	i	-0.5	i	i	i	i	i	i	i	i	i
CN(CCC#N)C(=O)COC(=O)c1ccc(Cl)c(S(N)(=O)=O)c1	i	8.6	i	i	i	i	i	i	i	i	i
O=C1C=C(c2ccc(F)nc2)CCC1	i	5.1	i	i	i	i	i	i	i	i	i
COc1ccc(CCNC(=O)COC(=O)c2cc(OC)c(OC)cc2OC)cc1OC	i	4.2	i	i	i	i	i	i	i	i	i
CCSc1ccc(C(=O)Nc2cccc(C)n2)cc1[N+](=O)[O-]	i	5.8	i	i	i	i	i	i	i	i	i
CCOc1ccc(OCC)c(NC(=O)c2nnn(CC(=O)Nc3cc(C)cc(C)c3)c2N)c1	i	19.5	i	i	i	i	i	i	i	i	i
CCOC(=O)C1(Cc2cccc(F)c2)CCN(Cc2cnn(CC)c2)CC1	i	3.0	i	i	i	i	i	i	125*	i	i
CCc1ccc(NC(=O)C/C(C)=N/NC(=O)COc2ccc(C)cc2Br)cc1	i	-8.7	i	i	i	i	i	i	i	i	i
Cc1ccc(C(=O)OCC(=O)N2CCOCC2)c(C)c1	i	5.1	i	i	i	i	i	i	i	i	i
O=C(N/N=C/c1ccccn1)c1cc(C2CC2)[nH]n1	i	-8.1	i	i	i	i	i	i	i	i	i
O=C(O)/C=C/C(=O)NCCc1ccccc1	i	21.5	i	i	i	i	i	i	i	i	i
COC(=O)c1cc(Nc2cc(C)c3c(O)cccc3n2)cc(C(=O)OC)c1	i	5.9	i	i	i	i	i	i	i	i	i
COC(=O)c1c(NC(=O)c2ccccc2)sc(C(N)=O)c1C	i	0.3	i	i	i	i	i	i	i	i	i
COc1ccc(S(=O)(=O)N2CCc3ccccc32)cc1C(=O)OCc1nnc(-c2ccccc2)o1	i	0.1	i	i	i	i	i	i	i	i	i
COc1cccc(CNC(=O)c2csc3c2CCCC3)c1	i	1.7	i	i	i	i	i	i	i	i	i
Cc1c(CCC(=O)NCC(=O)NCC(=O)O)c(=O)oc2cc3oc4c(c3cc12)CCCC4	i	2.6	i	i	i	i	i	i	i	i	i
